Assay outcomes (PubChem)
T cell HTS = T cell immune modulation candidate | 2C CD8+ T cell-vesicle binding, flow cytometry; stronger effect = lower value | calls only at 7 µM | actives 0.068% (n = 330,000) | AID 2052;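 active = response, share of CD8 T cells binding vesicles, and their 90th percentile fluorescence all below set limits, cut at about 80% in these data, passing the limit was not always enough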
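Also added: QL9-peptide-loaded Drosophila micro-vesicles bearing Ld, ICAM-1 and B7-1; Test system: purified 2C TCR transgenic mouse naive CD8+ T cells; Measured by: cytometric PE anti-B7-1 and Alexa647 anti-CD8 signals after 1% paraformaldehyde fixation; Timing: binding step 1.5 h, 37 °C, antibody labelling 20 min, ice.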
SV40 large T antigen = TAg ATPase/helicase activity blockers – biochemical (AID 1903); SV40 large T antigen ATPase/helicase inhibition assay; higher % means a stronger effect; one-dose inhibition, % at 20 µM; IC50 in µM for titrated hits; actives 0.39% (n = 310,000); in the data active = a potency from the dose series; inconclusive = inhibition mostly from about 32% at the one dose, without a potency; inactive = the rest, 99 in 100 with inhibition below about 32%; note: strong numbers were not always called active
Rac1 GTP hydrolysis = MgcRacGAP GTPase-activating activity inhibitors, confirmation, biochemical, ADP Hunter fluorescence; MgcRacGAP-stimulated Rac1 GTP hydrolysis, ADP Hunter fluorescence; higher % means a stronger effect; GST-tagged Rac1 F28L mutant substrate; inhibition, % at 30 µM; hits with a dose series show IC50 in µM; actives 0.6% (n = 340,000); AID 624330;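 active = first-screen hits whose inhibition reached a set limit at any dose in the follow-up dose series; inconclusive = inhibition above the set first-screen limit but never retested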;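 note: fluorescence reports GDP produced by GAP-driven GTP hydrolysis; strong numbers were not always called active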
GPR35 antagonists = inhibition of zaprinast-stimulated GPR35 beta-arrestin translocation – imaging, U2OS, beta-arrestin-GFP, zaprinast agonist, primary screen (AID 2058); one-dose inhibition, % at 10 µM; IC50 in µM for titrated hits; actives 0.052% (n = 290,000); U2OS GPR35 beta-arrestin-GFP translocation imaging, zaprinast antagonism; higher % means a stronger effect;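 active = inhibition of at least 50% with at least 30 cells and total cytoplasm GFP at most 10,000,000; inconclusive = under 30 cells or total GFP of 10,000,000 plus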
GPR55 beta-arrestin = GPR55 agonists via beta-arrestin recruitment, primary screen, imaging, U2OS cells, beta-arrestin-GFP redistribution (AID 1961); U2OS GPR55 beta-arrestin-GFP redistribution imaging; higher % means a stronger effect; activation, % at 10 µM, or EC50 in µM where a hit was titrated; actives 0.048% (n = 290,000);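 active = activation above 40% with more than 50 cells counted in the well; inconclusive = wells holding fewer than 50 cells, flagged as toxic or sparse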;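 note: U2OS osteosarcoma cells stably expressing GPR55 and beta-arrestin-GFP; plate controls were DMSO negative control for no effect and LPI positive control for full effect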
GPR55 antagonists = inhibition of LPI-stimulated GPR55 beta-arrestin translocation – imaging, U2OS, beta-arrestin-GFP, LPI agonist, primary screen (AID 2013). U2OS GPR55 beta-arrestin-GFP translocation imaging, LPI antagonism; higher % means a stronger effect. inhibition, % at 10 µM, or IC50 in µM where a hit was titrated. actives 0.13% (n = 290,000);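 active = spots per cell inhibited over 60%, with over 100 cells counted and total cytoplasm intensity under 500,000; inconclusive = wells with under 100 cells, flagged as likely toxic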;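 note: U2OS cells stably carrying GPR55 and arrestin-GFP stimulated by 5 µM LPI near EC80; imaged beta-arrestin-GFP aggregate spots per cell after agonist stimulation; plate controls were LPI-stimulated DMSO wells for no effect and DMSO wells without LPI for full effect; some results filed as inactive read as strong as hits; confirmed hits need IC50 under 10 µM and bright autofluorescent wells are also inconclusive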
Hep lipid drop = hepatic lipid droplet formation modulation; inhibition, % at 6.5 µM; actives 0.4% (n = 240,000); AML12 mouse hepatocytes, oleate lipid droplets, BODIPY imaging; AID 1656;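 active = lipid droplet intensity inhibited by at least 50%, with more than 500 cells counted; inconclusive = wells with under 300 cells, treated as cytotoxic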
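Assay system: AML12 hepatocytes (mouse) / Also added: 100 µM oleic acid challenge / Times: overnight treatment with compound plus oleate / Detection: high-content imaging of BODIPY-stained droplets and DAPI nuclei / Evaluation: % inhibition of lipid droplet signal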
LYP inhibition = PTPN22 lymphoid phosphatase activity blockers – biochemical, fluorescence intensity, uHTS (AID 1779) | recombinant LYP phosphatase, fluorescence intensity; higher % means a stronger effect | one-dose inhibition, % at 11.5 µM; IC50 in µM for titrated hits | actives 0.054% (n = 290,000); in the data active = inhibition above about 50%;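 note: plate controls were vehicle with enzyme for no effect and no enzyme for full effect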
NTR1 agonist = NTR1-driven beta-arrestin-GFP spot formation – imaging, U2OS cells, high content, primary screen (AID 493036) | agonist mode | actives 0.17% (n = 330,000) | activation, % at 20 µM;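 active = activation at or above 40% of the spot to cytoplasm intensity ratio, with at least 20 cells analyzed; inconclusive = wells under 20 cells, flagged as cytotoxic or low count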;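 note: 0% = DMSO without peptide and 100% = 100 nM NTR1 peptide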
Target sequence (P30989 whole entry, looked up): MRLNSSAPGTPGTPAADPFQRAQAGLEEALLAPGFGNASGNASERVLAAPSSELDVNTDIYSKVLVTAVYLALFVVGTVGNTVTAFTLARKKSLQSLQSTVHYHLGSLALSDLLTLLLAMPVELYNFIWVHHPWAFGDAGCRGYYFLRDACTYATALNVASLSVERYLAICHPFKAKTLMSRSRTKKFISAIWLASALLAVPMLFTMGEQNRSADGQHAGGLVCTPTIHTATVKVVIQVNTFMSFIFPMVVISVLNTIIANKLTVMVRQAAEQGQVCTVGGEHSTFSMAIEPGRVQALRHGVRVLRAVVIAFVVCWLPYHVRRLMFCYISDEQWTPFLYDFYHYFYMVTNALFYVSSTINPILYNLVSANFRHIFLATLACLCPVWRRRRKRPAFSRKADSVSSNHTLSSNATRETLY
Hep lipid drop cells 6.5 µM = also measured in Hep lipid drop; calls as there; cell count; measured here: cell count, cytotoxicity flag;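 cells counted across two imaged fields per well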
T cell HTS vesicle-bound % = also measured in T cell HTS; calls as there; double positive events, %; measured here: CD8+ vesicle-bound cell fraction;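 binding gate set so that unloaded-vesicle control wells show 10% double positive cells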
NTR1 agonist cell count 20 µM = recorded beside NTR1 agonist, whose call it bears; cell count; measured here: cell count, cytotoxicity flag
An asterisk follows results filed as active; i = inactive; ? = inconclusive; · = no result given; & = joins results of further samples. A portion of the library, so the mix of outcomes need not match the whole.

Labels used below: A = T cell HTS; B = T cell HTS vesicle-bound %; C = SV40 large T antigen; D = Rac1 GTP hydrolysis; E = GPR35 antagonists; F = GPR55 beta-arrestin; G = GPR55 antagonists; H = Hep lipid drop; I = Hep lipid drop cells 6.5 µM; J = LYP inhibition; K = NTR1 agonist; L = NTR1 agonist cell count 20 µM
Structure: O=c1ccn([C@H]2C[C@H](O)[C@@H](CO)O2)c(=O)[nH]1
  A: i; B: 19; C: 14%; D: 1%; E: ·; F: ·; G: ·; H: ·; I: ·; J: ·; K: 6.3; L: 87
Structure: COc1cc([C@H]2Oc3cc([C@H]4Oc5cc(O)cc(O)c5C(=O)[C@@H]4O)ccc3O[C@@H]2CO)ccc1O
  A: i; B: 24; C: 22%; D: 1%; E: 2%; F: -0.1%; G: 7%; H: -2; I: 737; J: -7%; K: 3.9; L: 41
Structure: COC(=O)C1=CO[C@@H](OC2OC(CO)C(O)C(O)C2O)[C@@H]2[C@@H](C)[C@@H](O)C[C@H]12 (stereo partly drawn)
  A: i; B: 58; C: 17%; D: 1%; E: ·; F: ·; G: ·; H: ·; I: ·; J: ·; K: -0.8; L: 92
Structure: C/C=C(/C)C(=O)OC1c2c(ccc3ccc(=O)oc23)OC(C)(C)C1OC(=O)/C(C)=C\C (stereo not drawn)
  A: i; B: 27; C: -1%; D: 3%; E: -25%; F: 0.2%; G: 14%; H: -21; I: 672; J: 6%; K: 11; L: 90
Structure: Nc1ncnc2nc[nH]c12
  A: i; B: 19&24&24; C: 5%&8%&4%; D: 4%&5%&-4%; E: -10%; F: 0.3%; G: -6%; H: -7; I: 702; J: -14%; K: -0.8&-0.1&-1.1; L: 58&65&90
Structure: CNc1c2c(nn1C)CCCC2
  A: ·; B: ·; C: 23%; D: 0%&6%; E: 8%&13%; F: -0.1%&0.8%; G: -1%&12%; H: 0; I: 791; J: -9%&-1%; K: -0.4&-0.6; L: 83&48
Structure: CN(C)CCOc1ccccc1Cc1ccccc1
  A: i; B: 40; C: 7%&18%; D: 8%; E: -9%; F: -0.2%; G: 10%; H: 1; I: 669; J: -6%; K: 1.0; L: 54
Structure: C[C@H]1c2cccc(O)c2C(O)=C2C(=O)[C@]3(O)C(O)=C(C(N)=O)C(=O)[C@@H](N(C)C)C3[C@@H](O)C21 (stereo partly drawn)
  A: i; B: 17; C: 11%; D: 3%; E: ·; F: ·; G: ·; H: ·; I: ·; J: ·; K: 0.5; L: 55
Structure: CC12CCC(=O)C=C1CCC1C2CCC2(C)C1CC[C@]2(O)C(=O)CO (stereo partly drawn)
  A: i; B: 31; C: 27%; D: 6%; E: 9%; F: -0.1%; G: 3%; H: -5; I: 783; J: -12%; K: 1.5; L: 63
Structure: COc1c(O)cc2c(c1O)[C@@H]1O[C@H](CO)[C@@H](O)[C@H](O)C1OC2=O (stereo partly drawn)
  A: i; B: 34; C: 5%; D: 1%; E: ·; F: ·; G: ·; H: ·; I: ·; J: ·; K: 1.6; L: 94
Structure: CCOC(=O)NNc1nncc2ccccc12
  A: i; B: 19; C: 11%; D: 9%; E: ·; F: ·; G: ·; H: ·; I: ·; J: ·; K: 0.0; L: 71
Structure: Cc1[nH]c2ccccc2c1/C=N/NC(N)=S
  A: i; B: 19; C: 21%; D: 15%; E: -3%; F: 0.8%; G: -4%; H: 6; I: 726; J: -3%; K: 0.7; L: 51
Structure: O=C(Nc1ccc(C(=O)O)c(O)c1)c1ccccc1
  A: i; B: 45; C: 10%; D: 11%; E: 1%; F: 0.1%; G: 11%; H: -1; I: 694; J: -4%; K: -1.4; L: 96
Structure: NNC(=O)CP(=O)(c1ccccc1)c1ccccc1
  A: i; B: 34; C: 13%; D: 2%; E: ·; F: ·; G: ·; H: ·; I: ·; J: ·; K: 5.4; L: 60
Structure: COc1ccc(CN2CCN(C(c3ccc(F)cc3)c3ccc(F)cc3)CC2)c(OC)c1OC
  A: i; B: 38; C: 19%; D: 6%; E: ·; F: ·; G: ·; H: ·; I: ·; J: ·; K: 12; L: 71
Structure: COc1ccc2nc(NC(=O)Nc3ccccc3)sc2c1
  A: i; B: 18; C: 9%&4%; D: 11%; E: -20%; F: -0.1%; G: 0%; H: 14; I: 718; J: 1%; K: 0.3; L: 50
Structure: Cc1cccc(C)c1NC(=O)C1CCCCN1C (stereo not drawn)
  A: i; B: 14; C: 1%; D: 0%; E: -2%; F: -0.1%; G: 10%; H: -12; I: 709; J: -5%; K: 2.0; L: 57
Structure: Cn1c(=O)c2c(ncn2CCO)n(C)c1=O
  A: i; B: 17; C: 6%; D: 1%; E: -16%; F: -0.5%; G: -1%; H: -6; I: 720; J: -7%; K: -1.2; L: 51
Structure: CC(=O)Nc1ccc(O)cc1
  A: i; B: 20; C: ?; D: ?; E: ·; F: ·; G: ·; H: ·; I: ·; J: ·; K: 1.2; L: 79

Gathered by group, the entries above with an aryl methoxy group.
Labels used below: A = T cell HTS; B = T cell HTS vesicle-bound %; C = SV40 large T antigen; D = Rac1 GTP hydrolysis; E = GPR35 antagonists; F = GPR55 beta-arrestin; G = GPR55 antagonists; H = Hep lipid drop; I = Hep lipid drop cells 6.5 µM; J = LYP inhibition; K = NTR1 agonist; L = NTR1 agonist cell count 20 µM
Structure: COc1cc([C@H]2Oc3cc([C@H]4Oc5cc(O)cc(O)c5C(=O)[C@@H]4O)ccc3O[C@@H]2CO)ccc1O
  A: i; B: 24; C: 22%; D: 1%; E: 2%; F: -0.1%; G: 7%; H: -2; I: 737; J: -7%; K: 3.9; L: 41
Structure: COc1c(O)cc2c(c1O)[C@@H]1O[C@H](CO)[C@@H](O)[C@H](O)C1OC2=O (stereo partly drawn)
  A: i; B: 34; C: 5%; D: 1%; E: ·; F: ·; G: ·; H: ·; I: ·; J: ·; K: 1.6; L: 94
Structure: COc1ccc(CN2CCN(C(c3ccc(F)cc3)c3ccc(F)cc3)CC2)c(OC)c1OC
  A: i; B: 38; C: 19%; D: 6%; E: ·; F: ·; G: ·; H: ·; I: ·; J: ·; K: 12; L: 71
Structure: COc1ccc2nc(NC(=O)Nc3ccccc3)sc2c1
  A: i; B: 18; C: 9%&4%; D: 11%; E: -20%; F: -0.1%; G: 0%; H: 14; I: 718; J: 1%; K: 0.3; L: 50

Fetched by compound from the list above, 2 records:
Labels used below: A = T cell HTS; B = T cell HTS vesicle-bound %; C = SV40 large T antigen; D = Rac1 GTP hydrolysis; E = GPR35 antagonists; F = GPR55 beta-arrestin; G = GPR55 antagonists; H = Hep lipid drop; I = Hep lipid drop cells 6.5 µM; J = LYP inhibition; K = NTR1 agonist; L = NTR1 agonist cell count 20 µM
Structure: CCOC(=O)NNc1nncc2ccccc12
  A: i; B: 19; C: 11%; D: 9%; E: ·; F: ·; G: ·; H: ·; I: ·; J: ·; K: 0.0; L: 71
Structure: COc1c(O)cc2c(c1O)[C@@H]1O[C@H](CO)[C@@H](O)[C@H](O)C1OC2=O (stereo partly drawn)
  A: i; B: 34; C: 5%; D: 1%; E: ·; F: ·; G: ·; H: ·; I: ·; J: ·; K: 1.6; L: 94
